High-throughput results as filed in PubChem.
GSK3 alpha inh – inhibitors of human GSK-3 alpha kinase. actives 0.1% (n = 320,000). ADP-Glo luminescence, 60 min. AID 2650. inhibition, % at 10 µM. P49840;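 in the data active means inhibition above about 50%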;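 further: GST-tagged GSK-3 alpha with peptide substrate and 25 µM ATP; 0% = DMSO neutral wells and 100% = GW8510 positive control wells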
KCNQ1 act – potentiators or activators of human KCNQ1 potassium channel | CHO-K1 KCNQ1, thallium flux FluxOR fluorescence; hits give high values | B-score at 10 µM | AID 2648 | actives 0.35% (n = 310,000);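 active means fluorescence ratio B-score, a plate-corrected score, at least three library SD, with initial intensity B-score within 5 SD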
Target sequence (P51787 whole entry, looked up): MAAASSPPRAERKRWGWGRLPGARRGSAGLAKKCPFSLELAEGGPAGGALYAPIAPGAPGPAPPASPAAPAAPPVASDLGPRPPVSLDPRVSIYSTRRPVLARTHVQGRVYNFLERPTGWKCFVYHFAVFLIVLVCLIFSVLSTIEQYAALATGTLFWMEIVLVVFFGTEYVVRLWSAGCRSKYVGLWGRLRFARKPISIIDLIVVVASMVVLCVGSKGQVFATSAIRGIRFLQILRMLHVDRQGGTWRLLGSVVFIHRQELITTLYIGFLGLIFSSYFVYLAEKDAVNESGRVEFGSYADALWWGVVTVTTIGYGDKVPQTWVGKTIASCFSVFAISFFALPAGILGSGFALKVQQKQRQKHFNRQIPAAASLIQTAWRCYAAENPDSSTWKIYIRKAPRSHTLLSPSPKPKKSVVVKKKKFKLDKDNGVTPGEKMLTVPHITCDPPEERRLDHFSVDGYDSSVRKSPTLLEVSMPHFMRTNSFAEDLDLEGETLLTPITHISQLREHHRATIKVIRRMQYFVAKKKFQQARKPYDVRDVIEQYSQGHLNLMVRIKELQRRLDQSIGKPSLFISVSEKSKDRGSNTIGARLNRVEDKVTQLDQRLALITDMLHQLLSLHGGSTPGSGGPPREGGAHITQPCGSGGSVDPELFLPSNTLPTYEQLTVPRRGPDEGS
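Medium – assay buffer, equal DMSO in all wells · Material – CHO-K1 cell line with stable KCNQ1 potassium channel expression · Signal – kinetic FluxOR thallium fluorescence, 10-s 1-Hz baseline, 110-s post-stimulus read · Compound – single concentration per compound, DMSO matched to controls · Schedule – 37 °C overnight plating, 90-min dark dye load, 20-min compound pretreatment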
GSK3beta inhib – inhibitors of human GSK3beta kinase | P49841 | GST-GSK3beta kinase, ADP-Glo luminescence, 60 min; hits give low values | activity score (negative = inhibition), % at 10 µM | actives 0.038% (n = 300,000) | AID 2097;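 active means more than half of replicate wells score below -50%, meaning over 50% inhibition versus plate controls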;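 further: 0% = median DMSO wells and -100% = median GW8510 positive control wells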
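Assay system: GST-fused GSK3beta enzyme, cell-free / Medium: Tris pH 7.5 buffer with MgCl2, DTT, BSA, heparin / Also added: peptide substrate plus 25 µM ATP (final) / Compound: 10 µM single point / Timing: kinase reaction with compound 60 min at room temperature / Detection: ADP-Glo luminescence / Benchmarks: DMSO neutral wells and GW8510 at 20 µM as positive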
KCNQ1 block – inhibitors of human KCNQ1 potassium channel | CHO-K1 KCNQ1, FluxOR thallium flux fluorescence; hits give high values | B-score at 10 µM | P51787 | actives 1.3% (n = 310,000);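 active means compounds whose thallium flux B-score, printed positive for inhibition, exceeds three library SD while starting fluorescence stays within three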;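 further: channel opened by potassium depolarization with thallium stimulus after 20 min compound exposure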
KCNK3 block – human KCNK3 channel inhibition, primary screen; O14649; CHO-KCNK3 thallium flux, FluxOR fluorescence; hits give low values; B-score at 10 µM; actives 0.84% (n = 340,000); AID 602410;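 active means B-score under library mean minus 4 SD, starting fluorescence ratio at most library mean plus 5 SD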;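 further: more negative B-score means stronger inhibition of thallium flux through KCNK3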
HDAC3 inhib – blocks human histone deacetylase 3 | recombinant HDAC3, fluorogenic peptide/trypsin coupled, fluorescence | inhibition, % at 8.3 µM | actives 0.15% (n = 320,000) | AID 2718; in the data active means inhibition above about 26%, passing the limit was not always enough
Target sequence (O15379 whole entry, looked up): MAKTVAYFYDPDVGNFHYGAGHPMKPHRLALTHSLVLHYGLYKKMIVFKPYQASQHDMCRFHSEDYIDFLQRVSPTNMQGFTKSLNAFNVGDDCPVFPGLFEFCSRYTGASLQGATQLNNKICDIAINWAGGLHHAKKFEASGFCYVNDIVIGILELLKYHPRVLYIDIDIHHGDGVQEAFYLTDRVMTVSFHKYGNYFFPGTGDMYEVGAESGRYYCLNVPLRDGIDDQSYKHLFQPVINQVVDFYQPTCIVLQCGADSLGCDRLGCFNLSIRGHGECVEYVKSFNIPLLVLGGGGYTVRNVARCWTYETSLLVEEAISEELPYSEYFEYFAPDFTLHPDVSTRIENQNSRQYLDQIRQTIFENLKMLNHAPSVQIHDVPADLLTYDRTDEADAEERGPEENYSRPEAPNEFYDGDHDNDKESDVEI
PolyA inhibitor – blocks polyadenylation in yeast reporter cells. S. cerevisiae SKY197-pL101 polyadenylation reporter, beta-gal luminescence; efflux-impaired pdr1/pdr3 knockout yeast; score 100 = 6 SD above DMSO. calls only at 12 µM. actives 0.02% (n = 300,000);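 active means lowest replicate activity score at least 50, where 100 means six control SD above control mean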;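 further: yeast exposed to compound for 9 h at 30 °C; higher score means more reporter readthrough which indicates perturbed polyadenylation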
hERG rescue – shields human hERG channel from block by proarrhythmic agents | AID 1511 | activation (rescue from dofetilide block), less the hit threshold, % at 10 µM | actives 0.51% (n = 310,000) | Q12809 | CHO-hERG, FluxOR thallium flux, dofetilide IC70 present;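 active means activation above the mean of controls blocked by dofetilide plus 5 SD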;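 further: thallium influx through hERG after potassium depolarization seen as dye fluorescence rise; in these data hits start at about 4.7%; inactives centre near -7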
Dyrk1A ADPGlo – Dyrk1A (rat) kinase inhibition; actives 0.43% (n = 310,000); inhibition, % at 12.5 µM; Q63470; ADP-Glo luminescence, NFATc1 peptide; AID 504441; in the data active means inhibition above about 50%;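 further: plate controls were vehicle with enzyme for no effect and no enzyme for full effect; many of its hits are not listed in these tables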
RGS4 act – potentiators or activators of RGS4; HEK293 M3R/inducible RGS4, carbachol calcium flux Fluo4; hits give low values; B-score at 10 µM; actives 0.92% (n = 310,000);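 active means B-score of the integrated calcium signal more than 4 SD below the library mean, with starting fluorescence not abnormally high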;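 further: negative B-score means reduced calcium response which marks RGS4 activation or potentiation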
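System: HEK293 FlpIn-TREx cells, stable M3R, doxycycline-inducible RGS4. Timing: overnight RGS4 induction, 30 min dye load 37 °C, 20 min compound RT. Also added: carbachol, ECmax concentration. Measured by: Fluo4 fluorescence kinetic imaging of calcium. Evaluation: integrated calcium ratio converted to B score.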
KCNK9 block – blocks the human KCNK9 two-pore domain potassium channel. HEK293 KCNK9, FluxOR thallium flux fluorescence; hits give low values. B-score at 10 µM. actives 1.2% (n = 310,000). AID 488922;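 active means ratio B-score over 3 SD below the library mean, with starting fluorescence within 5 SD of its mean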;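 further: negative B-score means less thallium flux so channel inhibition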
Numbers without * were called inactive; i = inactive; · = no result given. Some of the compounds tested. The share of hits here may be higher or lower than overall.

#	Structure	GSK3 alpha inh	KCNQ1 act	GSK3beta inhib	KCNQ1 block	KCNK3 block	HDAC3 inhib	PolyA inhibitor	hERG rescue	Dyrk1A ADPGlo	RGS4 act	KCNK9 block
1	COc1ccc(Nc2nc(N)nc(CSc3nc(C)cc(C)n3)n2)cc1	1	i	-2	i	i	5	·	-13	-1	i	i
2	CCOC(=O)C(C)n1cnc2c(nnn2Cc2ccc(C)cc2)c1=O (configuration not stated)	0	i	0	i	i	3	i	-9	-19	i	i
3	CCOc1cc(Br)ccc1S(=O)(=O)NCc1ccccc1	·	i	-24	i	i	0	i	-11	1	i	i
4	Cc1onc(-c2ccccc2Cl)c1C(=O)NCc1nc(-c2ccc(C(F)(F)F)cc2)no1	1	i	-2	i	i	0	i	-9	-6	i	i
5	COCCOC(=O)c1c(C)nc(SCC(=O)Nc2ccc(C)cc2)c(C#N)c1-c1ccco1	-2	i	1	i	i	10	i	-7	1	i	i
6	CCc1nc(NCc2ccccc2)c(C#N)c2c1CCCC2	·	i	-2	i	i	7	i	-9	4	i	i
7	CCOc1ccc(-n2c(C)nc3cc(C(=O)NCc4ccc5c(c4)OCO5)ccc32)cc1	-1	i	3	i	i	2	i	-9	-1	i	i
8	Cc1ccc(NC(=O)C2CCN(S(=O)(=O)c3ccc(Cl)c(C(F)(F)F)c3)CC2)nc1	-2	i	-1	i	i	-3	i	-5	-5	i	i
9	O=C(NCCN1CCN(c2ccccc2)CC1)Nc1ccccc1Br	-2	i	-1	i	i	0	i	-5	-4	i	i
10	CCC(CC)N1CCN(S(=O)(=O)c2ccc(OC)cc2)CC1	-3	i	0	i	i	3	i	-4	-17	i	i
11	CCn1cc(C(=O)NCc2ccc(C)cc2)c(=O)c2cc(S(=O)(=O)N(C)C)ccc21	9	i	-1	i	i	-1	i	-7	-1	i	i
12	Cc1ccc(NCC(=O)N/N=C/c2cccn2C)cc1	1	i	-3	i	i	3	i	-3	6	i	i
13	COc1ccc(CC(=O)NNC(=O)CCC(=O)Nc2cc(C)ccc2C)cc1	-4	i	2	i	i	-2	i	-5	3	i	i
14	CCCSc1nc(N2CCOCC2)c2c(c1C#N)CC(C)(C)SC2	-1	i	3	i	-9.5*	0	i	-10	11	i	i
15	CN(C(=O)COc1ccc([N+](=O)[O-])cc1)C1CCS(=O)(=O)C1 (configuration not stated)	0	i	-1	i	i	-2	i	-8	-2	i	i
16	COc1ccccc1CNC(=O)N1CCN(S(=O)(=O)c2ccc(Cl)cc2)CC1	2	i	1	i	i	0	i	-4	-8	i	i
17	C/C(CC(=O)Nc1ccc(Cl)c(C(F)(F)F)c1)=N\NC(N)=S	0	i	2	7*	i	-4	i	-15	-7	i	i
18	COc1ccc(-c2cc3nc(C)c(CCC(=O)NCc4ccc(F)cc4)c(C)n3n2)c(OC)c1	-2	i	3	i	i	-2	i	-8	9	i	i
19	CCOC(=O)COc1ccc(Br)cc1/C=C\c1[nH]c(=O)[nH]c(=O)c1[N+](=O)[O-]	3	i	1	i	i	3	i	-5	-4	i	i
20	CCOc1ccc(C(=O)COc2ccc(NC(C)=O)cc2)cc1	-3	i	0	i	i	-5	i	-4	1	i	i
21	COc1cc(C(=S)N2CCOCC2)ccc1OS(=O)(=O)c1ccccc1[N+](=O)[O-]	-1	i	-1	i	i	-5	i	-5	-1	i	i
22	CCCn1nnc(NC(=O)C(C)Oc2ccc(Cl)cc2Cl)n1 (configuration not stated)	0	i	2	i	i	-2	i	-12	-3	i	i
23	CC(=O)Nc1nnc(SCC(=O)c2ccc(F)cc2)s1	0	i	-1	i	i	1	i	-6	-2	i	i
24	Cc1cc(N2C(=O)CCC2=O)ccc1NC(=O)c1cccs1	0	i	·	i	i	12	i	-4	-3	i	i
25	O=C(OCC(=O)N1CCCc2ccccc21)c1cc(S(=O)(=O)N2CCOCC2)ccc1F	-1	i	-1	i	i	0	i	-9	-2	i	i
26	CN(C)c1nc(NN)nc(Nc2ccc(F)cc2)n1	-2	i	0	i	i	1	i	-4	-3	i	i
27	Cc1sc2ncn(CC(=O)OCC(=O)NC(C)(C)C)c(=O)c2c1C	1	i	-1	i	i	-2	i	-6	7	i	i
28	Cc1ccc(N2C(=O)c3ccccc3C2C(=O)c2ccc(C)c(C)c2O)cc1 (configuration not stated)	-2	i	0	7*	i	12	i	-6	-18	-7*	i
29	C=CCn1c(SCC(=O)c2cc(C)n(C)c2C)nnc1-c1ccncc1	8	i	0	i	i	-1	i	-7	3	i	i
30	CCOc1ccc(C(C)=O)cc1COC(=O)c1cccnc1SC	-2	i	-2	i	i	-1	i	-5	-1	i	i
31	CC(C)n1cc(-c2nc(C(=O)NN)cs2)c(=O)n(Cc2ccccc2)c1=O	-1	i	-1	i	i	0	i	-6	5	i	i
32	CCOc1ccc(Cc2nnc(SCC(=O)Nc3ccc(OC)cc3)n(N)c2=O)cc1	-2	i	-1	i	i	-6	i	-9	-22	i	i
33	O=C(Nc1cccc([N+](=O)[O-])c1)C1CCN(C(=O)Cc2ccccc2)CC1	1	i	1	i	i	2	i	-13	1	i	i
34	O=C(CC(=O)Nc1ccccc1C(F)(F)F)Nc1ccccc1C(F)(F)F	-3	i	2	i	i	2	i	-13	-1	i	i
35	O=C(OCC(=O)N1CCOCC1)c1ccc2[nH]c3c(c2c1)CCCC3	0	i	-3	i	i	3	i	-10	0	i	i
36	Cc1cccc(NC(=O)CSc2nnnn2-c2ccc3c(c2)OCCO3)n1	0	i	-2	i	i	0	i	-7	-2	i	i
37	CCOC(=O)N1CCN(C(=O)CCSc2ccccc2)CC1	1	i	-4	i	i	9	i	-12	-1	i	i
38	Cc1nn(C(=O)N2CCCCC2)c(C)c1CN1C(=O)c2ccccc2C1=O	0	i	0	i	i	-7	i	-6	0	i	i
39	CCC(C)N1C(=O)CCC1C(=O)O (configuration not stated)	0	i	-1	i	i	-3	i	1	22	i	i
40	O=C(c1cccc(C(F)(F)F)c1)C1CCCN(Cc2cccn2-c2ncccn2)C1 (configuration not stated)	·	i	0	i	i	-1	i	-24	5	i	i
41	Cc1nn(C)c(C(=O)N2CCOCC2)c1Cl	1	i	4	i	i	-1	i	-8	-5	i	i
42	CCOc1ccccc1NC(=O)c1nc(-c2ccccc2)oc1C	-1	i	2	i	i	-1	i	-4	5	i	-12*
43	CC1(C)NC(=O)N(CC(O)CN(c2cccc([N+](=O)[O-])c2)S(=O)(=O)c2ccccc2)C1=O (configuration not stated)	-1	i	-3	i	i	11	i	-4	-4	i	i
44	Nc1nc(SCC(=O)N2CCCC2)[nH]c(=O)c1NC(=O)c1ccco1	-1	i	5	i	i	6	i	-7	-10	i	i
45	CC(C(=O)N1CCc2ccccc21)n1cccc1 (configuration not stated)	·	i	-3	i	i	4	i	-6	3	i	i
46	O=C(NC(=S)Nc1ccc(CN2CCOCC2)cc1)c1ccco1	0	i	-5	i	i	4	·	-15	-3	i	i
47	CC(C)C(=O)Nc1c(O)c2ccccc2[nH]c1=O	-2	i	0	i	i	0	i	-3	3	i	i
48	Cc1sc(NC(=O)CN2CCOCC2)c(C#N)c1C	0	i	-1	i	i	-4	i	-7	·	i	i
49	O=C(NCCCN1CCCC1=O)c1cccc(S(=O)(=O)Nc2ccc(Br)cc2)c1	1	i	-2	i	i	-3	i	-15	-3	i	i
50	O=C(O)CN1C(=O)/C(=C/c2cccc(Cl)c2)Oc2ccccc21	-1	i	-4	i	i	-26	i	-9	3	i	i

(next part)
#	Structure	GSK3 alpha inh	KCNQ1 act	GSK3beta inhib	KCNQ1 block	KCNK3 block	HDAC3 inhib	PolyA inhibitor	hERG rescue	Dyrk1A ADPGlo	RGS4 act	KCNK9 block
51	Cc1ccc(-c2nc(NCCN3CCOCC3)c3ccccc3n2)cc1	-2	i	1	i	i	0	i	-1	9	i	i
52	C=CCn1c(SCN2C(=O)c3ccccc3C2=O)nc2ccc(Cl)cc2c1=O	-1	9*	2	i	i	3	i	3	13	i	i
53	Cc1cc(C(F)(F)F)n(-c2nc(C(=O)N/N=C/c3ccc(F)cc3)cs2)n1	-5	i	5	i	i	-1	i	-14	5	i	i
54	O=[N+]([O-])C(C1CCS(=O)(=O)C1)C1CCS(=O)(=O)C1 (configuration not stated)	-4	i	1	i	i	-2	i	-3	-2	i	i
55	COc1ccc(S(=O)(=O)N(C)c2ccc(C(N)=O)cc2)cc1	-6	i	2	i	i	-2	i	-2	0	i	i
56	N#Cc1c(-c2ccc(F)cc2)cc(-c2cccnc2)nc1N	-4	i	0	i	i	9	i	-5	·	i	i
57	COc1ccc(OC(C)C(=O)N(C)Cc2nc(-c3ccccc3)no2)cc1 (configuration not stated)	-1	i	-2	i	i	2	i	-7	-2	i	i
58	Cc1ccc(-c2noc(CN(C(=O)c3ccc4c(c3)OCO4)C(C)C)n2)cc1	-2	i	3	i	i	-8	i	-3	2	i	i
59	CC1CCN(c2oc(-c3ccco3)nc2S(=O)(=O)c2ccccc2)CC1	-2	i	-4	i	i	12	i	-13	-9	i	i
60	CC(=O)Nc1ccc(C(=O)N/N=C/c2ccccc2OC(=O)c2ccc(Cl)cc2)cc1	1	i	1	i	i	16	i	-5	4	-7.3*	i
61	CCCCn1c(N)c(N(CC(C)C)C(=O)c2cccs2)c(=O)[nH]c1=O	1	i	0	i	i	-4	i	-15	-1	i	i
62	CCC(C)Nc1nnnc2c1sc1nc3c(cc12)COC(C)(C)C3 (configuration not stated)	0	i	2	i	i	7	i	-16	·	i	i
63	CCOC(=O)N1CCN(C(=O)CSc2nc3c([nH]c4ccccc43)c(=O)n2C)CC1	-2	i	-1	i	i	-10	i	-8	-3	i	i
64	COc1ccccc1N1CCN(Cc2cnc3ccc(Cl)cn23)CC1	·	i	3	i	i	·	i	-4	10	i	i
65	CCN(CC)CCCNC(=O)c1cn(-c2cccc(OC)c2)c(=O)c2ccccc12	-2	i	1	i	i	-2	i	5.0*	8	i	i
66	Cc1ccc(CSc2nnc(SCC(=O)N/N=C/c3ccc(C(=O)O)cc3)s2)cc1	3	i	-10	i	i	1	i	-14	-6	i	i
67	Cc1cccn2c(=O)c(C=O)c(Nc3ccc(S(N)(=O)=O)cc3)nc12	1	i	5	i	i	-3	i	-8	-1	i	i
